sdo1 growth: compounds rescuing growth of sdo1-depleted yeast, bone marrow failure model; 140,000 tested, 0.21% active; S. cerevisiae sdo1-depleted JHY4D growth rescue, OD600 30 h; hits give high values; pdr5 snq2 efflux-pump mutant strain; z-score at 10 µM;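 active = z-score above 3 at both the 24 hr and the 30 hr optical density reads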;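 also: z-score against mean and SD of all compound wells on the same plate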
INS promoter inh: TRM-6 insulin promoter activity inhibition; 130,000 tested, 0.9% active; inhibition, % at 2 µM; TRM-6 cells (human fetal islet line), insulin promoter-eGFP reporter, imaging; reporter expression induced with tamoxifen;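 active = inhibition above the mean plus 3 SD, with well images judged a real hit on visual review, cut at about 60% in these data, passing the limit was not always enough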
sdo1 growth Rescue 24 h: further read-out of sdo1 growth, marked with its call; z-score; S. cerevisiae sdo1-depleted JHY4D growth rescue, OD600; measured here: growth rescue at 24 h;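 0 is the plate mean of compound wells and units are plate SD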
Numbers without * were called inactive; . = not tested or not shown; & = joins results of further samples; [ ] = dose if it differs, or a comment. The list is partial. The share of hits here may be higher or lower than overall.

INS promoter inh,sdo1 growth,sdo1 growth Rescue 24 h,SMILES
-86.4,-0.27,-0.82,CCOc1cc(S(=O)(=O)NCCN2CCOCC2)c(C)cc1C
53.1,-0.26,-0.85,CC(=O)NCC(=O)N(C)C(C(=O)Nc1ccc(C(C)C)cc1)c1ccccc1 (stereo unspecified)
.,-2.01,-0.8,Cc1onc(-c2ccccc2)c1C(=O)Nc1sc2c(c1C(N)=O)CCC2
25.9,-0.41,-1.35,O=C(CSc1nc2ccccc2c(=O)n1Cc1ccc(C(=O)NC2CC2)cc1)NCc1ccco1
.,0.48,-0.34,CCc1nnc(NC(=O)C(C)N2C(=O)C3C4C=CC(C4)C3C2=O)s1 (stereo unspecified)
58.3,.,.,CN(C)CCCN(C(=O)COc1ccc(Cl)cc1)c1nc2ccc(F)cc2s1
-25.8,-0.81,-0.65,CC(=O)N1CCc2cc(S(=O)(=O)N3c4ccccc4CC3C)ccc21 (stereo unspecified)
.,0.35,-0.72,COc1ccc(CCNC(=O)C2CCN(c3nn4c(=O)cc(C)nc4s3)CC2)cc1OC
7.1,-1.08,-0.76,Cc1ccc(-c2noc(-c3ccccc3C(=O)N3CCCC3)n2)cc1
25.0,0.9,-0.5,O=C(CC1NC(=O)NC1=O)Nc1ccccc1 (stereo unspecified)
-33.3,0.72,0.93,O=C1CN(C(=O)CCN2CCOCC2)C(c2ccccc2)c2cc(Br)ccc2N1 (stereo unspecified)
27.0,0,-0.08,CCOC(=O)N1CCN(c2ccc([N+](=O)[O-])cc2F)CC1C (stereo unspecified)
-17.6,.,.,O=C(Nc1ncn[nH]1)c1cccc(S(=O)(=O)N2CCOCC2)c1
40.6,0.08,-0.26,CCCS/C(N)=N/N=C/c1ccccc1O
12.2,0.19&0.71,0.19&0.33,CC#CCNCc1ccccc1
12.1,0.7,0.03,CCN=C(NCC)SC1CC(=O)N(c2cccc(OC)c2)C1=O (stereo unspecified)
.,1.58,1.93,COc1cc2c(cc1OC)C1=C(C#N)CN(CC(=O)O)CN1CC2
49.3,1.91,1.78,C=CCSc1nnc(NC(=O)CSc2nnc(C)s2)s1
-24.1,2.35,2.45,Fc1cccc(Cl)c1-c1nnc2ccc(N3CCOCC3)nn12
.,0.29,0.47,O=C(NCC1CC1)C1CCCN(S(=O)(=O)c2ccc(-n3cnnn3)cc2)C1 (stereo unspecified)
-34.3,0.93,0.97,Cc1cccc(N(CC(=O)N2CCOCC2)S(C)(=O)=O)c1
20.7,-0.07,-0.17,CCSc1nnc([C@@H]2CCCN2C(=O)OC(C)(C)C)o1
3.2,-0.27,-0.36,CCOC(=O)C(=O)/C(C#N)=C/Nc1ccccc1
0.0,-2.02,-0.82,C=CCN1C(=O)/C(=C/c2ccc(O)cc2)S/C1=N/c1nccs1
31.2,-0.12,-0.51,CC(C)Oc1ccc(C2c3c(oc4ccccc4c3=O)C(=O)N2CCCN2CCOCC2)cc1 (stereo unspecified)
7.1,0.57,0.39,CCN(CC)c1ccc(C2N(C(=O)N3CCOCC3)CCN2S(=O)(=O)c2ccc(C)cc2)cc1 (stereo unspecified)
7.1,0.12,-0.92,COC(=O)c1ccccc1NC(=O)CSc1nnc(C(C)NC(=O)c2ccc(Cl)cc2Cl)n1C (stereo unspecified)
-32.2,-1.24,-0.83,O=C(Nc1ccc(Br)cc1)C1CCCN1S(=O)(=O)c1cccs1 (stereo unspecified)
14.3,.,.,CCCn1nnnc1NCc1cc(Br)ccc1OC
.,0.51,0.12,O=C(NN1C(=O)C2C3C=CC(C3)C2C1=O)c1ccncc1 (stereo unspecified)
37.0,0.81,0.45,COc1ccc(-c2cc(-c3ccc(C)cc3)nc(SCc3nnc(-c4ccccc4)o3)c2C#N)cc1OC
62.5,-0.19,1.3,CCOC(=O)C1CCCN(Cc2nc(N)nc(Nc3ccc(OC)cc3)n2)C1 (stereo unspecified)

Reprinted at random: five compounds from above.
INS promoter inh,sdo1 growth,sdo1 growth Rescue 24 h,SMILES
-32.2,-1.24,-0.83,O=C(Nc1ccc(Br)cc1)C1CCCN1S(=O)(=O)c1cccs1 (stereo unspecified)
7.1,-1.08,-0.76,Cc1ccc(-c2noc(-c3ccccc3C(=O)N3CCCC3)n2)cc1
.,0.29,0.47,O=C(NCC1CC1)C1CCCN(S(=O)(=O)c2ccc(-n3cnnn3)cc2)C1 (stereo unspecified)
31.2,-0.12,-0.51,CC(C)Oc1ccc(C2c3c(oc4ccccc4c3=O)C(=O)N2CCCN2CCOCC2)cc1 (stereo unspecified)
-24.1,2.35,2.45,Fc1cccc(Cl)c1-c1nnc2ccc(N3CCOCC3)nn12

Later entries:
INS promoter inh,sdo1 growth,sdo1 growth Rescue 24 h,SMILES
-106.2,1.05,2.3,CCN(CC)S(=O)(=O)c1ccc(NC(=O)COc2nc3ccccc3nc2N2CCOCC2)cc1
13.3,0.08,-0.9,CCC(C)(C)NCC(=O)Nc1ccc(OC(F)(F)F)cc1
.,-0.8,0.33,COc1ccc(/C=C/C(=O)Oc2ccc(/C=N\NC(=O)c3ccc(F)cc3)cc2)cc1
.,0.86,0.32,Cc1nnc(NC(=O)c2ccccc2F)s1
-35.7,.,.,O=C(NCC1CCCO1)c1ccc(CSCc2cccc(F)c2)o1 (stereo unspecified)
-25.9,-0.09,-0.5,Cc1nc(SCC(=O)c2cccc([N+](=O)[O-])c2)n[nH]1
27.8,-1.4,-0.78,O=C(CSc1nc2ccccc2c(=O)n1Cc1ccccc1)NCc1ccco1
8.3,1.58,1.75,CCC(=O)Nc1ccc(NC(=O)CSc2nnc(C(C)C)n2C)cc1
27.0,0.82,0.71,Cc1cc(C)cc(SCc2noc(C(=O)NC(C)C)c2C(=O)O)c1
20.0,.,.,O=C(NCC(=O)N(c1cccc(F)c1)C(C(=O)NC1CCCC1)c1ccco1)c1ccco1 (stereo unspecified)
.,1.05,1.13,O=C(Nc1ccccc1)N1CCC(c2ccccc2)C1 (stereo unspecified)
55.6,0.63,0.71,COc1cc(NC(=O)C2CC2)c(C(=O)O)cc1OC
20.0,0.5,-0.15,Cc1cccc2cc(CN(Cc3ccc(F)cc3)C(=O)N3CCOCC3)c(=O)[nH]c12
-25.0,.,.,O=C(CCCSc1nc2ccccc2[nH]1)NC1CCCCC1
-5.3,.,.,O=C(Cc1cccs1)Nc1nnc(-c2ccc(F)cc2)s1
-27.3,0.44,1.17,COc1cccc(C2=NOC(C(=O)Nc3cccc(C(C)=O)c3)C2)c1 (stereo unspecified)
-14.8,0.83,1.85,N=C1S/C(=C\c2ccccc2)C(=O)N1c1ccc(F)cc1
17.9,-0.33,-0.62,CCOC(=O)Cn1c2c(c(=N)c3c1CCC3)CCC2
.,0.65,0.42,Cc1cc(NC(=O)CSc2ccc3nnc(-c4ccc(F)cc4)n3n2)no1
24.3,1.36,1.39,Cc1c(C(=O)O)sc2ncnc(N3CCCCC3C)c12 (stereo unspecified)
16.9,-1.01,-0.68,CCOC(=O)N/N=C/c1cn(CCCOc2ccc(C)cc2)c2ccccc12
.,0.61,0.85,O=C(NCC1CCCO1)C1CCN(S(=O)(=O)Cc2ccccc2)CC1 (stereo unspecified)
-32.4,0.32,-0.69,O=C(NC1CCCCC1)N(Cc1ccc(F)cc1)Cc1nc2ccccc2c(=O)[nH]1
.,0.2,-0.2,CCCCN(C)CCNC(=O)Cn1c(=O)sc2ccccc21
-84.8,0.39,0.65,COc1cccc(/C=N/NC(=O)CCCc2ccc(OC)c(C)c2)c1
-25.0,2.1,0.69,O=C(c1cccc(C(=O)N2CCN(c3ccc(F)cc3)CC2)c1)N1CCN(c2ccc(F)cc2)CC1
13.3,0.36,0.23,CCOC(=O)c1c(/N=C/C2C(=O)CCCC2=O)sc(C)c1C
.,0.42,1.35,Cc1cccc(C)c1NC(=O)CSc1nc2ccccc2c(=O)[nH]1
21.4,-1.22,-0.41,Cc1nn(Cc2ccc(Cl)cc2)c2sc(C(=O)OCC(N)=O)cc12
-57.1,0.78,0.26,Cc1ccc(-c2nc3ncccn3c2NC2CCCC2)o1
33.3,-0.01,0.03,COC(=O)c1ccc(NS(=O)(=O)c2ccc(OC)cc2)cc1
20.0,-2.04,-1.66,O=C(c1ccc(COc2ccccc2Cl)o1)N1N=C(C(F)F)CC1(O)C(F)F (stereo unspecified)
3.7,-1.58,-1.56,Clc1ccccc1SCc1nc2ccccc2[nH]1
2.8,.,.,COc1nnc(-c2ccc(N3CCCCC3)c(N)c2)c2ccccc12
-12.9,0.63,0.13,COc1cc(C)ccc1OCCOc1c(C)cc(Cl)cc1Cl
.,0.59,0.78,COc1cccc(-c2nc3n(n2)C(c2ccccc2Cl)C(C(N)=O)=C(C)N3)c1 (stereo unspecified)
3.0,0.46,0.05,CCCOC(=O)C1=C(C)NC2=C(C(=O)C(C(=O)OC)C(C)C2)C1c1ccc(N(C)C)cc1 (stereo unspecified)
.,-1.1,-0.57,CCc1ccc2[nH]c(=O)c(CN(Cc3ccc(OC)cc3)Cc3nnnn3CCOC)cc2c1
-6.1,0.38,0.41,CC(C)Oc1ccc(NC(=O)C2CCCNC2=O)cc1 (stereo unspecified)
50.0,.,.,O=C(NCCCN1CCCC1)c1cc(Sc2ccc(F)cc2)nc2ccccc12
-72.7,.,.,CCc1ccc(NC(=O)CSc2nc3ccccc3c(=O)n2CCCC(=O)NCCCN2CCOCC2)cc1
-38.7,-1.18,-0.84,Cc1cc(=O)oc2c(C(=O)/C=C\c3cccs3)c(O)ccc12
-83.8,-0.73,-0.9,CCN(CCO)C1CC(=O)N(c2ccccc2C)C1=O (stereo unspecified)
-21.1,0.53,0.61,Cc1cc([N+](=O)[O-])nn1CC(=O)N1CCc2ccccc2C1
.,0.48,0.73,c1ccn2c(Cc3nnc4ccccn34)nnc2c1
.,0.08,0.13,O=C(Oc1cccc2ccccc12)c1ccco1
-75.0,1.41,0.25,COc1cc(/C=C(/NC(=O)c2ccccc2)C(=O)Nc2ccccc2)c([N+](=O)[O-])cc1OC
45.5,.,.,COc1ccc(C(=O)N2CCN(C(C)=O)CC2)cc1S(=O)(=O)N1CCOCC1

Complete entries, looked up by structure. Order of values: INS promoter inh, sdo1 growth, sdo1 growth Rescue 24 h
O=C1CN(C(=O)CCN2CCOCC2)C(c2ccccc2)c2cc(Br)ccc2N1 (stereo unspecified) reads -33.3, 0.72, 0.93
CCc1ccc(NC(=O)CSc2nc3ccccc3c(=O)n2CCCC(=O)NCCCN2CCOCC2)cc1 reads -72.7, ., .
C=CCSc1nnc(NC(=O)CSc2nnc(C)s2)s1 reads 49.3, 1.91, 1.78
Cc1ccc(-c2noc(-c3ccccc3C(=O)N3CCCC3)n2)cc1 reads 7.1, -1.08, -0.76
O=C(CCCSc1nc2ccccc2[nH]1)NC1CCCCC1 reads -25.0, ., .

(further entries)
INS promoter inh,sdo1 growth,sdo1 growth Rescue 24 h,SMILES
-44.0,0.8,-0.09,O=C(c1ccccn1)N1CCN(c2ccc(C(F)(F)F)cn2)CC1
-35.7,-0.3,-0.38,COc1cccc(-n2nnc3c(=O)n(CC(=O)NC4CCCC4)cnc32)c1
8.3,.,.,O=C(NCc1ccccn1)c1ccc2c(=O)n(CCc3ccccc3)c(=O)[nH]c2c1
-25.9,-0.02,-0.43,O=C1CSC(c2ccccn2)N1c1cccc(Cl)c1 (stereo unspecified)
.,0.26,-1.31,c1ccc(C2Oc3ccccc3C3CC(c4cccs4)=NN32)cc1 (stereo unspecified)
16.1,-0.3,-0.09,CCOC(=O)c1c(NC(=O)COc2ncnc3ccccc23)sc(C)c1C
.,0.13,0.44,O=C(CNC(=O)/C(=C\c1ccc(Br)cc1)NC(=O)c1ccccc1)OCc1ccccc1
-15.8,-0.22,-0.73,O=C(C1CCCN(S(=O)(=O)c2ccccc2)C1)N1CCN(c2ncccn2)CC1 (stereo unspecified)
26.7,-1.98,-0.92,N#C/C(=C\c1ccco1)Sc1nc2ccccc2s1
-80.0,.,.,O=C(CCN1C(=O)COc2ccccc21)N1CCN(c2ccccc2)CC1
.,-0.02,-0.04,COc1ccccc1NC(=O)c1ccc(CN2CCOCC2)cc1
-62.5,.,.,O=C(NCCN1CCN(c2ccccc2)CC1)C1CCN(S(=O)(=O)c2cccc3nsnc23)CC1
44.2,.,.,CC(=O)Nc1ccc(C2(c3ccc(NC(C)=O)cc3)C(=O)Nc3ccccc32)cc1
.,1.51,0.31,Cn1nnc2c(NCc3ccco3)nccc21
.,0.4,0.23,CCn1cc(C(=O)N2CC(C)CC(C)C2)c(=O)c2cc(S(=O)(=O)N3CCOCC3)ccc21 (stereo unspecified)
8.8,-1.23,-0.67,O=S(=O)(c1ccc(F)cc1)N1CCN(Cc2ccccc2C(F)(F)F)CC1
.,0.05,-0.91,CN(C)C(CNS(=O)(=O)c1ccc(F)cc1)c1cccnc1 (stereo unspecified)
-45.8,0.56,0.73,CC(NCc1ccccc1)C1COc2ccccc2O1 (stereo unspecified)
2.6,0.42,0.2,COc1cc(/C=C2\C(=O)N(CCC#N)N=C2C)ccc1OCC(=O)Nc1ccccc1
.,-0.08,0.56,Cn1c(=O)c2cn(-c3ccc4c(c3)OCCO4)cc2n(C)c1=O
66.7,.,.,Cc1nnc2sc(-c3ccc(NC(=O)c4ccc(-c5ccc(Cl)cc5Cl)o4)cc3)nn12
-14.3,0.52,-1.83,CN(C)C(=O)c1c([N+](=O)[O-])c(C(C)(C)C)nn1C
-90.5,-0.18,0.1,CCn1c(CC(=O)Nc2ccccc2F)nnc1SCC(=O)N1CCN(c2ccccc2)CC1
11.1,0.28[7.5 µM],0.49,O=C(c1cccc(N2C(=O)C3CC=CCC3C2=O)c1)N1CCN(c2ccccc2)CC1 (stereo unspecified)
-392.3,0.02,-0.16,COc1ccc(C2CC(=O)Nc3cc(C)c(C)cc32)c(OC)c1OC (stereo unspecified)

Screening results (PubChem)
